Screening results deposited in PubChem by several laboratories.
Rad51 HR inh: blocks human Rad51 in homologous recombination. hRad51 DNA strand exchange, fluorescence dequenching. inhibition, % at 10 µM. AID 1385. 200,000 tested, 0.085% active;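 active means inhibition above 40% at the single screening dose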;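 further: 0% = DMSO control wells and 100% = blanks with heterologous ssDNA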
Target sequence (Q06609 whole entry, looked up): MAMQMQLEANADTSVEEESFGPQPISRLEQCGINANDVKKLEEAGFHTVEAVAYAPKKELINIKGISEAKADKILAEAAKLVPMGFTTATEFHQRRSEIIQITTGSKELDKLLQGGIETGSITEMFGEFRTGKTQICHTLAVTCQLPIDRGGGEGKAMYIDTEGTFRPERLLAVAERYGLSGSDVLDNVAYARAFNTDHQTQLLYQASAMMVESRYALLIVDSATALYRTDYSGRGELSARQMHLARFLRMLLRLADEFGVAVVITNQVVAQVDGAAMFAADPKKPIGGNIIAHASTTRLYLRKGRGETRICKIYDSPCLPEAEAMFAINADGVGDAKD
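Material: human Rad51–ssDNA filaments; Probe or stimulus: labelled 47-mer dsDNA for strand exchange; Doses: single 10 µM dose; Incubation: 37 °C 15-min filament assembly, 30-min compound preincubation, 15-min exchange; Technique: FRET fluorescence dequenching, excitation 485 nm, emission 520 nm; Measure: Fluorescence-based percent inhibition, control- and blank-normalised; Benchmarks: plate control and blank wells.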
MDM2 E3 inh: Mdm2 E3 ligase (human) inhibition. AID 1230. signal enhancement, % at 5 µM. cell-based MDM2 ubiquitination luciferase reporter, 2 h; 0 = plate control, 100 = twice control, blank-subtracted. Q00987. 210,000 tested, 0.11% active;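 active means signal enhancement of 30% or more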;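 further: luminescence tracks abundance of the self-degrading MDM2-luciferase fusion protein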
Target sequence (Q00987 whole entry, looked up, the tested form may be a part): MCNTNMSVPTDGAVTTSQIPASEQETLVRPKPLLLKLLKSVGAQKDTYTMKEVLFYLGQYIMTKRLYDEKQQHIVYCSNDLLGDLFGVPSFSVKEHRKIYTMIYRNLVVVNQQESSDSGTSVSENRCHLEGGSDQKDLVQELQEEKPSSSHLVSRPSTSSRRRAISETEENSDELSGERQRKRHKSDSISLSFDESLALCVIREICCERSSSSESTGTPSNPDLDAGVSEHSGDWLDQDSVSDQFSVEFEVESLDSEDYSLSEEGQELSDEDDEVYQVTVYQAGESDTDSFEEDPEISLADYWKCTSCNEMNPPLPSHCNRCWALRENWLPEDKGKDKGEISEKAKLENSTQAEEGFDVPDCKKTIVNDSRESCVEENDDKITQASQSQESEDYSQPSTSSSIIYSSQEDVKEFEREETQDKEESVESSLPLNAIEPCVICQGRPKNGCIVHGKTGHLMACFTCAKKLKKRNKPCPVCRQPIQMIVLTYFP
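Material: stable MDM2–luciferase fusion reporter cells / Quantity: 2000 cells/well / Dosing: single 5 µM compound dose, 0.2% final DMSO / Buffer or medium: DMEM / Schedule: 4 h cell settling then 2 h compound exposure, 37 °C / Detection: luminescence with SteadyLite reagent, 15 min at room temperature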
m-calpain inh: calpain II (pig) inhibition; purified calpain II, fluorogenic peptide substrate, 30 min; 220,000 tested, 0.37% active; inhibition, % at 16 µM;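 active means inhibition above about 50%, limit read from the data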
eIF4E 4G PPI: inhibitors of eIF4E and eIF4G interaction in translation initiation. TR-FRET eIF4E-eIF4GI(517-606) binding, 2 h. inhibition, % at 21.7 µM. 220,000 tested, 0.37% active. AID 782;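 active means inhibition above about 30%, limit read from the data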;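 further: 0% = full FRET control wells and 100% = background wells lacking eIF4GI fragment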
EBV gp42 block: inhibitors of Epstein-Barr virus glycoprotein 42 | Q1HVG2 | Fluorescence polarization binding assay, mP read-out | inhibition, % (tested at 21.74 µM) | 220,000 tested, 0.42% active | AID 1085; in the data active means inhibition above about 50%
Target sequence (Q1HVG2 whole entry, looked up): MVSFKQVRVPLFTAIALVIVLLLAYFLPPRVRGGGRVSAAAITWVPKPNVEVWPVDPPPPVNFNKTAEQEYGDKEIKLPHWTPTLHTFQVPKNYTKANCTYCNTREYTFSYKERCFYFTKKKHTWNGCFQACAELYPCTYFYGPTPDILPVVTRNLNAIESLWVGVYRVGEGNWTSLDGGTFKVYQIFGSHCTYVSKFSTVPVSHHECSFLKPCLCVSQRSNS
zVAD death inh: L929 zVAD cell death inhibition; L929 zVAD necroptosis rescue, ATP luminescence, 24 h; with zVAD 60 µM; viability rescue, % at 10 µM; 220,000 tested, 0.38% active; AID 1377;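 active means activation, scaled between plate controls, above about 75%, limit read from the data; inactive means activation under that limit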;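 further: 0% = zVAD with DMSO and 100% = DMSO alone without zVAD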
PERK inh: inhibitors of human PERK kinase; Q9NZJ5; CHO PERK-DD fusion, SEAP luminescence translation reporter; inhibition, % at 5.6 µM; 220,000 tested, 0.17% active; AID 1416;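 active means inhibition above the mean inhibition of all tested compounds plus 3 SD, set separately per screening campaign, cut at about 2.9% in these data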;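 further: PERK kinase domain activated by AP20187 dimerizer at 100 nM; 0% = DMSO with dimerizer and 100% = rapamycin at 8.4 µM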
KCC2 mod: modulators of human KCC2 chloride dependent transport; Q9H2X9; KCC2 cells, thallium flux FluoZin-2 fluorescence; B-score of Tl+ flux slope (higher = more flux/activation; lower = inhibition) at 10 µM; 190,000 tested, 2.2% active;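 active means thallium flux slope and its plate-corrected score both differing from the plate sample mean at a set confidence after two filtering rounds, in either direction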;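 further: slope of fluorescence scaled to starting intensity during 10 to 20 s after thallium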
TNF necrop inh: inhibitors of TNF-alpha induced necroptosis in Jurkat FADD-/- cells; Jurkat FADD-/- TNF necroptosis rescue, ATP luminescence, 24 h; 0 = TNF only, 100 = no-TNF cells; activation (protection from cell death), % at 10 µM; 220,000 tested, 0.068% active;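 active means activation, meaning protection from cell death, of at least 50% relative to plate controls; inactive means activation below 50%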;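 further: necroptosis triggered by 40 ng/mL TNF-alpha added together with compound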
* hit, by the source's call; i = inactive; . = not tested or not shown; [ ] = remark or other dose.

SMILES	Rad51 HR inh	MDM2 E3 inh	m-calpain inh	eIF4E 4G PPI	EBV gp42 block	zVAD death inh	PERK inh	KCC2 mod	TNF necrop inh
CCOC(=O)N1CCN(C(=O)c2cnn3c(C)c(Cc4ccc(C)cc4)c(C)nc23)CC1	.	-27	-198	2	-1	-0.3	-0.8	.	-5.4
CCCNC(=O)CSc1nc(-c2cccs2)cc(C(F)(F)F)n1	-2	-5	6	6	-17	0.5	-0.2	-0.58	0.3
O=C(Nc1cccnc1)c1ccc(CSc2ccccc2)cc1	.	.	-5	2	-10	-0.4	1.8	-0.26	2.7
CCC(Sc1nc2sc(C(=O)OC)c(C)c2c(=O)n1N)C(=O)N(CC)CC (configuration not stated)	4	-4	-59	-8	-9	0.0	-1.5	-1.2	-1.0
Cc1cccnc1NC(=S)NCCc1ccccc1	9	3	26	0	-5	-0.5	0.8	-1.2	-0.3
CCOC(=O)C1=C(C)N(CCO)C(=O)NC1c1cccc(O)c1 (configuration not stated)	-6	.	-3	3	-24	1.2	1.6	0.65	0.8
CC(=NCC1CCNCC1)C1=C(O)CC(C)(C)CC1=O	-5	-16	-27	-10[fluorescence artefact?]	-12	-0.3	0.8	.	0.4
COc1cccc(CN2CCN(C(=O)c3cccc4ccccc34)CC2)c1OC	0	-14	30	.	-1	-0.1	-0.3	-0.19	0.9
O=C(CC1N=C2c3ccccc3N=C(SCc3ccccc3Cl)N2C1=O)NCc1ccco1 (configuration not stated)	-6	-18	-118	14	-8	-0.2	-1.1	-0.53	-3.0
O=C1CN(C(=O)COC(=O)CCSc2ccccc2Cl)c2ccccc2N1	.	-13	35	-3[fluorescence artefact?]	-5	-0.5	0.5	-0.63	0.4
Cc1ccc(/C=N/Nc2ncc(Cl)cc2Cl)s1	-2	-18	-1	-5	-1	2.5	-0.6	-0.43	11
CCC(Sc1nc2ccccc2s1)C(=O)Nc1cc(C)on1 (configuration not stated)	-2	.	2	2	-14	0.3	-0.2	-1.4	4.0
OCc1cn(-c2ccccc2)nc1-c1ccco1	-4	-16	-92	-13	-26	0.2	-0.2	-0.47	-2.1
CC(C)(C)NC(=O)C(c1ccncc1)N(C(=O)Cn1nnc(-c2cccs2)n1)C1CCCCC1 (configuration not stated)	1	-12	-4	0	13	-0.3	-1.0	0.033	0.1
COc1ccc(NC(=O)CN(C)S(=O)(=O)c2ccccc2)cc1	-9	-6	-31	2	-3	0.5	0.4	-1.2	1.3
COc1cccc(OCCOc2ccccc2[N+](=O)[O-])c1	-2	.	.	.	.	0.5	2.0	-1.2	-2.6
COc1ccc(N2C(=O)CCC(C(=O)N3CCN(c4ccccn4)CC3)C2c2ccc(F)cc2)cc1 (configuration not stated)	0	-11	-36	3	-8	0.8	0.2	0.3	0.2
CC(Sc1ccc(Cl)cc1)C(=O)NCC1CCCO1 (configuration not stated)	-8	-8	0	-4	-3	1.2	-0.2	0.54	0.7
Cc1cccc(/C(N)=N/OC(=O)CCC2CCCCC2)c1	.	-9	11	-2	-14	0.6	0.7	-0.32	2.9
O=C(O)COc1c(-c2ccco2)oc2ccccc2c1=O	1	-10	-319	4	-11	3.5	1.6	-0.84	-0.8
CC(C)CN(CCNC(=O)CN1C(=O)CSc2ccc(S(=O)(=O)N3CCOCC3)cc21)CC(C)C	-4	-1	-17	-4	5	-1.1	-0.5	0.44	0.5
O=C(CCCN1C(=O)/C(=C/c2cccs2)SC1=S)NNC(=O)c1cccnc1	42*	.	-37	-15	-6	0.1	0.2	-0.083	1.6
O=C(O)c1cc([N+](=O)[O-])c(NCCC2=CCCCC2)c([N+](=O)[O-])c1	2	-16	33	-2	-3	-1.4	-0.3	-4.4	1.2
N#CC(C#N)=C(Nc1ccc(F)cc1)SCc1cccc(Br)c1	23	-39	-9	6[fluorescence artefact?]	19	2.2	0.1	-3.7*	-2.3
CC(NC(=S)Nc1ccc(Cl)cc1Cl)C(c1cccs1)N1CCCC1 (configuration not stated)	.	-16	23	-1[fluorescence artefact?]	-5	.	-0.8	0.3	-1.2
SMILES	Rad51 HR inh	MDM2 E3 inh	m-calpain inh	eIF4E 4G PPI	EBV gp42 block	zVAD death inh	PERK inh	KCC2 mod	TNF necrop inh
CN(C(=O)COC(=O)c1cn(-c2ccccc2)nc1-c1ccccc1)C1CCS(=O)(=O)C1 (configuration not stated)	3	-8	26	0	-5	0.7	0.2	-0.42	2.8
CC(C)CN(C(=O)CCc1ccccc1)c1c(N)n(CC(C)C)c(=O)[nH]c1=O	0	-1	10	5[fluorescence artefact?]	-11	0.1	1.4	0.25	1.9
COc1ccc(CCNC(=O)CC(NC(=O)c2ccccc2Cl)c2ccccc2)cc1 (configuration not stated)	9	6	7	-2[fluorescence artefact?]	-15	0.9	-0.1	-0.97	3.1
COc1ccc2c(c1)CCc1c(C(=O)N3CCc4ccccc4C3)noc1-2	1	-18	26	0	-7	2.2	-0.1	.	1.3
CCCCn1nc2cc(C(=O)NCCc3cccs3)ccc2c1OCC	1	-18	i	.	1	3.7	-1.2	-0.02	-2.8
O=C(c1ccccc1F)N1CCN(S(=O)(=O)c2ccc3c(c2)OCCO3)CC1	2	-32	-1	6[fluorescence artefact?]	-8	-0.6	0.4	-0.97	-0.3
O=C1/C(=C/c2cccs2)Cc2ccccc21	-5	-18	17	-1	1	-0.5	-0.1	-0.019	-3.2
NC(=O)CC(NC(=O)Cc1ccc(Br)cc1)c1ccc(NC2CCC2)c([N+](=O)[O-])c1 (configuration not stated)	-3	-17	-61	1	-19	0.7	.	0.23	2.6
C=CCN1C(=O)/C(=C\c2ccc(Oc3nc(N4CCOCC4)nc(N4CCOCC4)n3)c(OC)c2)SC1=S	8	3	-40	1	-7	2.5	1.5	-0.8	7.9
NC(=O)CSc1nnc(COc2ccccc2)n1Cc1ccco1	7	5	-13	-4	-28	0.2	0.2	0.69	0.8
O=C(Nc1ccc(C(=O)NN2C(=O)c3ccccc3C2=O)cc1)c1ccccc1	14	-10	23	1	-7	2.1	1.3	1.5	0.2
CC1(C)CC2(CCO1)OC(=O)CC2C(=O)Nc1ccc(Br)cc1 (configuration not stated)	7	-10	-10	7	-11	-0.4	1.1	0.31	1.3
CC(=O)c1c(N)nc2n(c1=O)CCCCC2	8	-18	17	1	-5	3.6	0.8	0.69	-0.5
COc1ccccc1NC(=O)CN1CCN(c2ccccc2F)CC1	1	0	-18	11	-6	2.4	-1.0	.	-0.4
Cc1noc(C)c1C(=O)OCC(=O)c1c[nH]c2ccccc12	-7	-15	-23	1	-25	0.9	-0.3	.	-0.5
Cc1ccc(C(C(=O)NC2CCCC2)N(C(=O)CCC(=O)Nc2cc(C)on2)c2ccccc2)cc1 (configuration not stated)	-1	-3	-1	3	-11	0.9	1.4	1	0.1
C/C(=N\NC(=S)NC(C)C)c1ccccc1OC(F)F	-6	-15	-24	-3	-3	-0.5	-0.7	6*	-2.2
CCN(CC)C(=O)c1scc2c1OCCO2	-4	-10	-31	-1[fluorescence artefact?]	-13	0.8	2.2	.	0.1
Cc1ccc(N(Cc2ccc(C(=O)NCC3CCCO3)cc2)S(C)(=O)=O)cc1C (configuration not stated)	-9	-6	12	-3	1	0.4	-0.8	-0.16	0.2
CCOc1ccc(C2=Nn3c(nnc3-c3cccnc3)SC2)cc1	-2	-4	-5	6	3	0.9	0.0	0.21	-5.2
CC(C)CC(NC(=O)OC(C)(C)C)C(=O)NC(C(=O)N1CCCC1C(N)=O)C(C)C (configuration not stated)	8	-27	-5	1	-14	0.0	0.7	0.81	-3.9
Cc1ccc(Cc2nnc3n(-c4ccccc4)nc(C(=O)c4ccccc4)n3c2=O)cc1	-4	.	-33	-4	-5	-0.4	-0.8	0.67	-5.4
CCCCN(C)C1CCN(C(=S)Nc2ccc(OCC)cc2)CC1	-1	-4	10	1	-4	-1.1	-0.6	0.28	0.3
COc1ccc(N(CC(=O)N2c3ccccc3CC2C)S(=O)(=O)c2c(C)nn(C)c2C)cc1 (configuration not stated)	6	-9	-25	-1	2	-0.9	-0.9	.	-2.8
O=C(CC1C(=O)NCCN1Cc1ccccc1C(F)(F)F)NCCn1cccn1 (configuration not stated)	-4	-10	4	0	3	-1.8	0.2	0.00076	0.1

Sorted by molar mass (falling): part of the list above
SMILES	Rad51 HR inh	MDM2 E3 inh	m-calpain inh	eIF4E 4G PPI	EBV gp42 block	zVAD death inh	PERK inh	KCC2 mod	TNF necrop inh
NC(=O)CC(NC(=O)Cc1ccc(Br)cc1)c1ccc(NC2CCC2)c([N+](=O)[O-])c1 (configuration not stated)	-3	-17	-61	1	-19	0.7	.	0.23	2.6
Cc1ccc(N(Cc2ccc(C(=O)NCC3CCCO3)cc2)S(C)(=O)=O)cc1C (configuration not stated)	-9	-6	12	-3	1	0.4	-0.8	-0.16	0.2
O=C(c1ccccc1F)N1CCN(S(=O)(=O)c2ccc3c(c2)OCCO3)CC1	2	-32	-1	6[fluorescence artefact?]	-8	-0.6	0.4	-0.97	-0.3
NC(=O)CSc1nnc(COc2ccccc2)n1Cc1ccco1	7	5	-13	-4	-28	0.2	0.2	0.69	0.8
CC(=O)c1c(N)nc2n(c1=O)CCCCC2	8	-18	17	1	-5	3.6	0.8	0.69	-0.5

(cont.)
SMILES	Rad51 HR inh	MDM2 E3 inh	m-calpain inh	eIF4E 4G PPI	EBV gp42 block	zVAD death inh	PERK inh	KCC2 mod	TNF necrop inh
COc1ccc(/C=N/Nc2ccc([N+](=O)[O-])cc2)cc1Cn1cc([N+](=O)[O-])cn1	-24	-16	13	-6	-6	1.1	0.3	-0.19	0.1
COC(=O)c1sccc1OCc1cccc(OC)c1	8	-8	1	5	-4	0.9	0.1	-0.18	0.4
O=C(Nc1cccnc1)c1ccc2c(c1)OCO2	-4	-2	-9	2[fluorescence artefact?]	-6	-0.1	0.8	-0.27	-1.4
COCc1nn2c(N)c(C#N)cnc2c1-c1ccccc1	0	-10	-37	-7	-3	.	0.9	0.5	-0.8
COc1ccc(NC(=O)c2ccccc2NC(=O)NC2CCCCC2)cc1	2	-13	-14	1	-18	0.0	0.4	-0.31	-0.6
COc1ccc(CCNC(=O)CSc2nnc(CNC(=O)c3ccccc3F)o2)cc1OC	5	-5	7	1	-22	0.4	-0.8	-0.81	-0.4
Cc1cccc(COCC(CC(C)C)N2CCN(C(=O)c3ccc(C(F)(F)F)cc3)CCC2=O)c1 (configuration not stated)	-6	.	24	-6[fluorescence artefact?]	-11	-0.4	-0.8	-0.5	0.7
Cc1ccc(S(=O)(=O)N2CCN(C(=O)CSc3nc(N)cc(=O)[nH]3)CC2)c(C)c1	30	-8	-77	-2	-4	1.4	0.4	0.22	-1.2
CC1CCN(S(=O)(=O)c2ccc3c(c2)N(CC(=O)NCc2cccnc2)C(=O)CS3)CC1	.	-12	1	1	8	.	-0.8	-1.1	-0.1
CN(NC1OC(=O)c2ccccc21)c1ccccc1[N+](=O)[O-] (configuration not stated)	15	-11	-15	1	3	2.2	0.9	.	2.3
COc1ccc(NC(=O)Cn2c(=O)n(-c3ccccc3)c(=O)c3oc4ccccc4c32)c(OC)c1	-5	-9	13	0	18	1.2	-0.6	-0.49	2.1
